Screening results deposited in PubChem by National Center for Advancing Translational Sciences (NCATS).
RXFP1 ag = activates the human relaxin receptor RXFP1; Q9HBX9; HEK293T-RXFP1 cAMP TR-FRET, 30 min; response scale: percent of porcine relaxin response, buffer zero; Potency, µM (doses to about 57.5 µM), inactives show at the top dose activation, hits mostly activators; 370,000 tested, 0.3% active; note: potency is the fitted concentration of half-maximal effect; % is set by controls: 0 for no effect and ±100 for the full control effect; nearly all actives have a fitted effect of over 60% in size; many of its hits are not listed in these tables
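HEK293T cells stably expressing RXFP1 were pretreated with the PDE4 inhibitor Ro 20174, exposed to compounds for 30 min at 37C, lysed, and cAMP was read by TR-FRET. Data normalized to buffer (basal) and 29 nM porcine relaxin (100%).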
D2 PAM = D2 dopamine receptor (human) potentiation; 340,000 tested, 0.34% active; HEK293 T-REx D2, calcium flux, EC20 dopamine potentiation; P14416; AID 485347; potentiation, % at 10 µM;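 active = potentiation over 3 SD above the plate norm, cut at about 30% in these data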; note: 0% is about no effect
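Tetracycline-induced Hek293 Trex D2 cells, force-coupled to calcium, loaded with no-wash calcium dye. Compound added with 180 s kinetic read for agonism, then EC20 dopamine and a further 180 s read for potentiation.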
D1 antag = blocks dopamine activation of the human D1 receptor. HEK293 TREx D1 cells, calcium flux, dopamine EC80; hits give low values. activity change, negative = inhibition, % at 10 µM. 360,000 tested, 3.2% active. AID 504652; in the data active = activity change below about -30%; note: % is set by controls: 0 for no effect and ±100 for the full control effect
Target sequence (P21728 whole entry, looked up): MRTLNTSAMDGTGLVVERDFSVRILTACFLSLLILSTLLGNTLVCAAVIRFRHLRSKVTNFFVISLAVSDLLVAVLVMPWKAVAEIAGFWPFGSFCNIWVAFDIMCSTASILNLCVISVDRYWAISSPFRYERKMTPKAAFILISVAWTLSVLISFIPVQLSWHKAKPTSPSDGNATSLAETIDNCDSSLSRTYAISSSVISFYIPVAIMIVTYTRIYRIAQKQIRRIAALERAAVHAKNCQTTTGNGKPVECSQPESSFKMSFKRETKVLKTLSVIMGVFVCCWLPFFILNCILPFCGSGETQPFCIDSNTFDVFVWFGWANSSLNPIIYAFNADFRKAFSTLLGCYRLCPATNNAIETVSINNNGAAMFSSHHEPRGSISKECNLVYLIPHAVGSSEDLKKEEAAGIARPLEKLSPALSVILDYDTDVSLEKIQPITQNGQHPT
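HEK293 T-REx cells expressing inducible, force-coupled D1 receptor; no-wash Ca dye, 30–90 min RT. Cmpd → 180 s read at 1 Hz → EC80 DA → 180 s read.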
RXFP1 antagonist = antagonists of human relaxin receptor RXFP1; HEK293-RXFP1, relaxin-stimulated cAMP HTRF, 30 min; hits give low values; Q9HBX9; 350,000 tested, 0.59% active; AID 1259400; activity change, negative = inhibition, % at 57.5 µM;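 active = activity change of -60% or lower, but not beyond a set lower limit; inconclusive = change between -60% and -40%, or beyond the set limit; inactive = change above -40%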; note: % is set by controls: 0 for no effect and ±100 for the full control effect
D1 agonist = human D1 receptor agonism; P21728; HEK293 T-REx D1 cells, calcium flux, agonist mode; activation, % at 2 µM; 360,000 tested, 1% active; AID 504660; in the data active = activation above about 30%; note: 0% is about no effect
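Tetracycline-induced HEK293 TREx D1 cells, force-coupled to calcium signalling, were dye-loaded with a no-wash calcium kit. Compound was pin-added after a 10 s baseline. Fluorescence was read kinetically at 1 cycle/s for 180 s, with calcium rises flagged as agonism.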
GRP78 ERSR act = inducers of ER stress response in human glioma cells; 420,000 tested, 0.02% active; U87-MG GRP78 promoter luciferase reporter, 16 h; AID 602332; Potency, µM, for inactives: at the highest dose activation, most hits filed as activators; note: potency is the fitted concentration of half-maximal effect; series mostly up to about 76 µM; % of control where 0% means no effect; nearly all actives have a fitted effect of over 35% in size
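ERSR induction read as luciferase luminescence (Bright-Glo, 10 min at room temperature) in stably transfected human U87-MG glioma cells exposed to compounds for 16 h, using GRP78 as sensor.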
D1 PAM = human D1 dopamine receptor positive modulation; P21728; HEK293 TREx D1 cells, calcium flux, dopamine EC20 potentiation; 360,000 tested, 0.036% active; potentiation, % at 10 µM; in the data active = potentiation above about 30%; note: 0% is about no effect
Vif-A3G inh = Vif-A3G binding inhibition | Q9HC16 | HeLa A3G-eYFP + Vif (tagged APOBEC3G with the HIV-1 protein that degrades it), YFP fluorescence, overnight | Potency, µM (titrated, usually from 46.1 µM), inactives show top-dose activity, negative = active, hits mostly inhibitors | 410,000 tested, 0.076% active | AID 602310;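 note: potency is the fitted concentration of half-maximal effect; % is set by controls: 0 for no effect and ±100 for the full control effect; nearly all actives have a fitted effect of over 60% in size; hits raise eYFP signal because A3G escapes Vif-driven loss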
Target sequence (Q9HC16 whole entry, looked up): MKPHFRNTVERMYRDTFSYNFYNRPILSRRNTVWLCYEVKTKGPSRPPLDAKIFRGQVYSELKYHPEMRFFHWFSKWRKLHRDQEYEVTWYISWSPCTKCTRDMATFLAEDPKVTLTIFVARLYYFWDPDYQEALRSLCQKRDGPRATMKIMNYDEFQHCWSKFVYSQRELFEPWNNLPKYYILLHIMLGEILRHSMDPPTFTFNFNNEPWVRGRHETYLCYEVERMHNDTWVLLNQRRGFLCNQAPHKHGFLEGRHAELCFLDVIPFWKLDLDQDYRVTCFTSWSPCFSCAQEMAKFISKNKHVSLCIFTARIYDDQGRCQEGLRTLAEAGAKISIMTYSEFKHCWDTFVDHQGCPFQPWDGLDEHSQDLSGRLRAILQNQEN
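HeLa cells stably expressing Vif and C-terminally eYFP-tagged A3G, seeded overnight at 37 deg C, then exposed to compound by pintool overnight at 37 deg C. Rise in yellow fluorescence (Ex 488/Em 500-530, Acumen) marks blocked Vif-driven A3G degradation.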
Vif-APOBEC3F blk = blocks the Vif interaction with APOBEC3F; HeLa A3F-eYFP + Vif (tagged APOBEC3F with the HIV-1 protein that degrades it), YFP fluorescence increase; Potency, µM (titrated, usually from 46.1 µM), inactives show at the highest dose activity, negative = active; 390,000 tested, 0.2% active; AID 602313; note: potency is the fitted concentration of half-maximal effect; % of control where 0% means no effect; nearly all actives have a fitted effect of over 65% in size
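HeLa cells stably expressing A3F-eYFP plus Vif, plated and incubated overnight at 37 deg C, then exposed to compounds overnight at 37 deg C. Blocked degradation read as raised yellow fluorescence (Ex 488/Em 500-530).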
* hit, by the source's call; u = inconclusive; x = not tested or not shown; & = joins results of further samples. Unless noted, calls come from the whole dose curve; as a rule, active = well fitted curve in the direction sought with a large enough effect; inconclusive = small, poorly fitted or top-dose-only effect, or another doubt; inactive = no such curve, though single readings can be large; an effect the other way counts as inactive or inconclusive. Some of the compounds tested. The share of hits here may be higher or lower than overall.

SMILES	RXFP1 ag	D2 PAM	D1 antag	RXFP1 antagonist	D1 agonist	GRP78 ERSR act	D1 PAM	Vif-A3G inh	Vif-APOBEC3F blk
COc1cc(C(=S)NC2CCCCC2)ccc1O	5.4%	8	-4	-15	1	-2%	0	0%	11%
C[C@H](CO)N1C[C@H](C)[C@@H](CN(C)S(=O)(=O)c2ccccc2C#N)OCc2cn(nn2)CCCC1=O	x	x	x	2	x	0%	x	1%	-5%
CN1CCN(NC(=S)Nc2ccc(Oc3ccccc3)cc2)CC1	0.4%	2	-11	-7	36*	-1%	-3	4%	10%
COCCn1c(SCC(=O)c2cc(C)ccc2C)nc2cc(C(=O)NC3CCCC3)ccc2c1=O	0.1%	-1	-2	x	2	0%	0	0%	7%
Cc1ccc(Cn2c(SCC(=O)NCc3ccccc3)nc3ccsc3c2=O)cc1	43%	-5	5	9	0	-3%	-3	2%	-9%
O=C(NCC1(c2ccccc2)CCCC1)c1ccco1	-0.4%	-4	-9	-1	-1	-2%	1	1%	-10%
O=C(CSc1ccc2nnc(CCNS(=O)(=O)c3ccccc3)n2n1)Nc1ccccc1C(F)(F)F	5.2%	3	-6	-8	1	-1%	-4	-4%	0%
Nc1c(C(=O)OCC2CCCO2)c2nc3ccccc3nc2n1-c1ccc2c(c1)OCCO2 (configuration not stated)	3.9%	-4	-7	-8	1	-12%	-4	-16%	5%
NS(=O)(=O)c1cccc(NC(=O)CC23CC4CC(CC(Br)(C4)C2)C3)c1	4.2%	39*	9	0	0	-2%	-1	2%	2%
COc1ccc(-n2cnnc2SCC(=O)NC2CCS(=O)(=O)C2)cc1 (configuration not stated)	1.9%	x	4	-5	0	2%	-6	0%	-15%
Cc1cccn2c(=O)c3cc(C(=O)NC4CCCCC4)c(=N)n(Cc4ccccc4)c3nc12	0.7%	11	12	-5	-1	9%	7	-8%	2%
CCCCn1c(N)c(N(CC(C)C)C(=O)c2oc3c(Cl)cccc3c2C)c(=O)[nH]c1=O	0.2%	-1	-5	-1	2	-2%	-13	-5%	7%
C=CCNc1nc(NCCO)nc(N2CCCC2)n1	0.9%	6	-15	-5	2	-3%	2	1%	-14%
Cc1ccc(C(=O)Nc2ccc(SC(F)F)cc2)s1	0.4%	-27	-34*	-73*	9	-1%	-5	1%	5%
Cc1sc(NC(=O)C2C3CCC(O3)C2C(=O)O)nc1-c1ccc(CC(C)C)cc1 (configuration not stated)	-1.2%	1	-15	-22	7	10%	-3	-9%	-29%
COC(=O)C1=C(C)Nc2c(c(=O)n(C)c(=O)n2C)C1c1cccc(O)c1 (configuration not stated)	-0.1%	4	42	12	1	0%	0	2%	-16%
O=C(NNC1=C(C(=O)C(F)(F)F)CCC1)c1ccccc1Cl	0.2%	-13	-16	-6	0	1%	-6	-5%	x
COc1ccc(Nc2cc(C(=O)NCCc3ccc(C)cc3)c3ccccc3n2)c(OC)c1	3.2%	17	12	-4	2	-3%	0	2%	-11%
O=C(NC1CCN(Cc2ccccc2)CC1)C1CCCN(c2nnc(-n3cccc3)s2)C1 (configuration not stated)	-0.1%	-15	-7	1	-2	-3%	-2	1%	0%
O=C(COc1ccccc1)NCC(c1ccc(Cl)cc1)N1CCCCC1 (configuration not stated)	1.4%	-21	-11	-4	1	-1%	-1	1%	-4%
Cc1cc(Cl)ccc1OCC(=O)NNC(=O)C1CCN(c2ncnc3sc(C)c(C)c23)CC1	-0.2%	17	13	-20	-1	-3%	-1	-5%	4%
Cc1ccc(NC(=O)CCC(=O)N/N=C/c2coc3ccccc3c2=O)cc1	5.7%	-8	23	-1	2	-2%	3	-2%	15%
CN(C)NC(=O)C(NC(=O)c1ccccc1)C12CC3CC(CC(C3)C1)C2 (configuration not stated)	1.7%	x	-14	1	9	-3%	-5	1%	2%
COc1ccc(-c2nnc(SCc3nnc(-c4ccccc4)o3)n2-c2ccccc2)cc1	-0.2%	-1	-20	1	0	-7%	-1	2%	-18%
O=C(COC(=O)c1nc(Cl)ccc1Cl)NC(=O)c1ccccc1	-0.1%	x	-3	-7	0	-9%	-5	0%	-4%
CSc1nnc2c(n1)OC(c1cccn1C)N(C(C)=O)c1ccccc1-2 (configuration not stated)	-2.0%	-2	23	11	0	-5%	-7	-1%	0%
NC(=O)c1ccc[n+](CCC[n+]2cccc(C(N)=O)c2)c1	12%	2	5	-6	0	-3%	-6	7%	-3%
NS(=O)(=O)c1ccc(Nc2nc(-c3ccc(F)cc3)cs2)cc1	-0.1%	0	-20	u	0	0%	-7	u	-12%
CC(C)n1cc(C(=O)c2cc(Br)ccc2O)cc(C#N)c1=O	-0.1%	17	2	-1	0	-5%	-1	2%	2%
O=C(/C=C/c1cccc(Cl)c1Cl)OCC(=O)N1CCOCC1	-1.4%	19	-12	-7	1	-3%	4	1%	5%

An excerpt from above in order of their number in D1 PAM, largest number first:
SMILES,D2 PAM,D1 antag,RXFP1 antagonist,D1 agonist,GRP78 ERSR act,D1 PAM,Vif-APOBEC3F blk
O=C(/C=C/c1cccc(Cl)c1Cl)OCC(=O)N1CCOCC1,19,-12,-7,1,-3%,4,5%
Cc1ccc(NC(=O)CCC(=O)N/N=C/c2coc3ccccc3c2=O)cc1,-8,23,-1,2,-2%,3,15%
NC(=O)c1ccc[n+](CCC[n+]2cccc(C(N)=O)c2)c1,2,5,-6,0,-3%,-6,-3%

Next part.
SMILES	RXFP1 ag	D2 PAM	D1 antag	RXFP1 antagonist	D1 agonist	GRP78 ERSR act	D1 PAM	Vif-A3G inh	Vif-APOBEC3F blk
Cc1ccc(C(=O)COC(=O)CCN2C(=O)C3C4CCC(C4)C3C2=O)cc1C (configuration not stated)	6.0%	11	-6	-11	4	-1%	-3	1%	-25%
O=C1c2ccc([N+](=O)[O-])cc2C(=O)N1CNc1ccccn1	-0.1%	x	-7	-4	0	-5%	-1	1%	-1%
O=C(CSc1oc(-c2ccccc2)nc1S(=O)(=O)c1ccc(Br)cc1)NC1CCCCC1	-0.4%	16	9	-4	0	-2%	1	-3%	-5%
Cc1cc(Nc2ccccc2)n(C(=O)c2ccccc2)n1	-4.1%	13	5	-19	0	5%	3	-1%	-3%
COc1ccc(S(=O)(=O)Nc2cccc(-c3ccc(N4CCCCCC4)nn3)c2)cc1OC	-3.1%&0.6%	5&-3	-1&6	-8&-15	3&4	5%&-1%	-2&0	4%&-4%	0%&1%
O=C(CSc1ncccn1)Nc1ccc(Cl)c(S(=O)(=O)N2CCOCC2)c1	x	x	x	-13	x	-1%	x	-1%	-4%
O=C(CN1CCC(n2nnc3ccccc32)CC1)Nc1ccc2c(c1)CCC2	2.4%	x	0	-6	3	-2%	-2	0%	-2%
Cc1ccc(C)c(OCC(=O)Nc2ccc(S(=O)(=O)Nc3ccccn3)cc2)c1	2.4%	12	-5	-8	2	-5%	-2	-7%	4%
Cc1ccc(C)c(NNC(N)=S)c1	-0.5%	1	6	-16	1	-4%	4	-3%	4%
COc1cc(COCC(O)CN2CCN(Cc3ccc4c(c3)OCO4)CC2)cc(OC)c1OC (configuration not stated)	-0.2%	-4	-31*	7	1	-1%	-4	-4%	-22%
CCNS(=O)(=O)c1ccc(NS(C)(=O)=O)cc1	-0.5%	10	-7	8	1	0%	-7	1%	-22%
O=C(CCS(=O)(=O)c1ccc(Br)s1)Nc1c(F)cccc1F	0.3%	8	24	x	9	-2%	-1	1%	-6%
COCCOC(=O)c1c(NC(=O)COC(=O)c2ccc(C)o2)sc(C(N)=O)c1C	14%	1	-16	-3	0	-3%	-9	3%	10%
CCN(CC(=O)NCc1ccc(Cl)cc1)C(=O)NCc1ccc(Cl)cc1	0.4%	1	1	2	12	0%	-4	-4%	9%
Cc1nc2sc3c(c2c(=O)[nH]1)CCC3	0.3%	2	23	-1	1	-1%	-1	1%	-4%
O=C(Cn1c(SCC(=O)Nc2ccc(F)cc2)nc2ccccc21)NCc1ccccc1Cl	2.8%	4	-20	-16	33*	-9%	0	-3%	-4%
CS(=O)(=O)Nc1ccccc1C(=O)NCCSCc1ccccc1	0.3%	-17	-2	-9	4	0%	-4	1%	-8%
COc1ccc(NC(=O)c2oc3ccc(S(=O)(=O)N4CCCCC4)cc3c2C)cc1Cl	0.3%	14	-3	-13	0	-2%	1	-5%	2%
Cc1ccc(NC(=O)COC(=O)CNC(=O)c2cccs2)cc1S(=O)(=O)N1CCOCC1	x	x	x	-1	x	-2%	x	1%	5%
Cc1cc(C)nc(/N=C(\N)Nc2ccc(S(=O)(=O)Nc3nc(C)cc(C)n3)cc2)n1	u	7	1	x	1	x	4	x	x
CC(=O)c1ccc(N2CCN(C(=S)Nc3cccc(F)c3)CC2)cc1	5.8%	-5	-40*	-6	12	-5%	-3	1%	-4%
O=C1CSc2ccc(C(=O)O)cc2N1	0.0%	11	4	-77*	1	-4%	4	1%	0%
COc1cc(Cl)c(C)cc1N1C(=O)CN(Cc2ccccc2)C1=S	8.2%	7	-10	4	4	-2%	-9	-7%	-17%
CCc1cc(=O)oc2cc(C)cc(OCc3nn[nH]n3)c12	3.9%	1	15	-11	2	-4%	1	-4%	1%
C=CCn1c(SCC(=O)NCCOC)nc2scc(-c3ccco3)c2c1=O	2.0%	16	-6	-2	2	-1%	-5	-1%	2%
COc1ccc(Br)cc1C1Nc2cccc3cccc(c23)N1	-2.3%	12	-15	x	14	-7%	8	-4%	0%
CCOc1ccc(NC(=O)C(CC(C)C)N2Cc3ccccc3C2=O)cc1 (configuration not stated)	2.0%	-12	7	u	-1	-3%	1	-5%	6%
CN(C)c1nc(N(C)C)nc(N(C#N)CN2C(=O)c3ccccc3S2(=O)=O)n1	-1.9%	-4	12	-10	5	-4%	-2	0%	11%
O=C(NC(C(=O)c1ccccc1)c1ccccc1)c1ccccc1 (configuration not stated)	x	x	x	0	x	3%	x	2%	-1%
COc1ccc(Cl)cc1-c1nc(SCC(=O)N(C)C2CCS(=O)(=O)C2)n[nH]1 (configuration not stated)	x	x	x	8	x	-1%	x	4%	2%
CCC(=O)N1c2nc(-c3ccco3)nn2C2(CCCCC2)[C@@H]2CCCC[C@@H]21	1.7%	7	-13	-40	-1	-4%	-1	2%	8%
COc1ccc(OC)c2sc(NNC(=O)C3COc4ccccc4O3)nc12 (configuration not stated)	0.7%	6	15	-5	0	-5%	3	2%	-2%
